# HTT aggregate = qHTS Multiplex Assay to Identify Dual Action Probes in a Cell Model of Huntington: Aggregate Formation (GFP); PC12 HttQ103-GFP aggregates, Acumen cytometry, 40 h; Potency, µM (doses to about 46.1 µM), for inactives: at the highest dose activity change, negative = inhibition, hits mostly inhibitors; 1.1% of 220,000 active; AID 1688, 2009; also: potency is read from the fitted curve at half-maximal effect; % is scaled to controls: 0 for no effect and ±100 for the full control effect; nearly all actives have a fitted effect of over 60% in size
#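 PC12 cells stably carrying ecdysone-inducible HTT exon 1 Q103–GFP were induced with tebufenozide (100 nM final) and treated with library compounds in titration. GFP aggregates in lysates were counted by laser scanning cytometry.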
# NPSR antagonist = qHTS Assay for Antagonists of the Neuropeptide S Receptor: cAMP Signal Transduction | Potency, µM (series often up to 38.3 µM), for the others: at the top dose activity change, negative = inhibition, usual class: inhibitors | CHO-NPSR cells, cAMP TR-FRET, antagonist mode | 1% of 220,000 active | AID 1461, 2008 | Q6W5P4; also: potency is read from the fitted curve at half-maximal effect; % is scaled to controls: 0 for no effect and ±100 for the full control effect; nearly all actives have a fitted effect of over 50% in size; many of its hits are not listed in these tables
# Target sequence (Q6W5P4 whole entry, looked up): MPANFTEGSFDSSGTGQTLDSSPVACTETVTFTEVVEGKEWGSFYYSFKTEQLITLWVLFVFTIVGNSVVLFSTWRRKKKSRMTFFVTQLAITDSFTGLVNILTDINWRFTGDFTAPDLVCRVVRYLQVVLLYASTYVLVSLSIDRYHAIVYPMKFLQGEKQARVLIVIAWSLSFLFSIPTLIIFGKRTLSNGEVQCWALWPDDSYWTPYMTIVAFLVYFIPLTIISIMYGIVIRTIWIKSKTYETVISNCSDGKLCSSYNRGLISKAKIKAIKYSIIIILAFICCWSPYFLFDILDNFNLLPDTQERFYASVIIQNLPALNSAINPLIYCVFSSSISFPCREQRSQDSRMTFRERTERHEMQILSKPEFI
# Epigenetic derep = Quantitative High-Throughput Screen for Regulators of Epigenetic Control; 0.2% of 280,000 active; murine LDR cells, GFP reporter derepression, 30 h; AID 1865, 2009; Potency, µM (titrated, usually from 53.9 µM), inactives show top-dose GFP activation, actives largely listed as activators; also: potency is read from the fitted curve at half-maximal effect; % of control where 0% means no effect; nearly all actives have a fitted effect of over 60% in size
#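 Readout is the number of GFP-expressing murine LDR cells, counted by cytometry following washing. Cells were treated with compound for 30 h at 37 C; the stably integrated CMV-GFP locus is normally silent.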
# KinaseGlo FLuc = Counterscreen for Luciferase (Kinase-Glo TM) Inhibition; AID 1379, 2008; Kinase-Glo luciferase, ATP luminescence, 8 min; Potency, µM (highest dose often 38.3 µM), for the others: top-dose activity change, negative = inhibition, actives largely listed as inhibitors; 0.28% of 200,000 active; Luciferin 4-monooxygenase (Photuris pensylvanica), Q27757; also: potency is read from the fitted curve at half-maximal effect; % is scaled to controls: 0 for no effect and ±100 for the full control effect; nearly all actives have a fitted effect of over 60% in size
#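 Recombinant Kinase-Glo luciferase, 10 uM ATP (linear range), luciferin; imidazole pH 7.2 / KCl / MgCl2 / Tween / BSA buffer; 8 min RT; luminescence.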
# CBFb-RUNX1 inh = qHTS Assay for Compounds Blocking the Interaction Between CBF-beta and RUNX1 for the Treatment of Acute Myeloid Leukemia; Runt-related transcription factor 1 (Homo sapiens) + Core-binding factor subunit beta …; AlphaScreen CBFb-His/RUNX1-biotin binding, biochemical; Potency, µM (top dose mostly 59.8 µM), for the others: at the top dose activity, negative = inhibition, most hits filed as inhibitors; 230,000 tested, under 10 active; also: % of control where 0% means no effect
# Target sequence (Q01196 whole entry, looked up): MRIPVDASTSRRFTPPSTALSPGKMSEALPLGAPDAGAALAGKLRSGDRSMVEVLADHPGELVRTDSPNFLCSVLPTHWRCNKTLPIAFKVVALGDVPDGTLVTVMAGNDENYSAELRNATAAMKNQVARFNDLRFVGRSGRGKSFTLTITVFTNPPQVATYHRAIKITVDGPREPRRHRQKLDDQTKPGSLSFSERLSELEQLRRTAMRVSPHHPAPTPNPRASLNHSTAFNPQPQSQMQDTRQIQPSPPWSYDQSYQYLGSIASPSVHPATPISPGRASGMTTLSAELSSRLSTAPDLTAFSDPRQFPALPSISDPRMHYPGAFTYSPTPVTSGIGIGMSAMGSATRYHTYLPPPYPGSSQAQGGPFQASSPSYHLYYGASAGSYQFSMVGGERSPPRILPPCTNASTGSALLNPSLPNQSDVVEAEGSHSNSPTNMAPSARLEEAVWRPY
# Target sequence (Q13951 whole entry, looked up): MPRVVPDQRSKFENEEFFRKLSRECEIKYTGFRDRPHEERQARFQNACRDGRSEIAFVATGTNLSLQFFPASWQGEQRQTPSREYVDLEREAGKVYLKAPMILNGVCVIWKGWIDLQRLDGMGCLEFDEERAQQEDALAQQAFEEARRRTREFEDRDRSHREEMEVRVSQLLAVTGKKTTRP
#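 Room-temperature protein-protein interaction test with 30 nM each of His-tagged CBF-beta and biotinylated RUNX1, 15 min with compound, then 90 min with nickel plus streptavidin beads. Signal read in AlphaScreen mode.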
# L3MBTL1 inh = qHTS Assay for the Inhibitors of L3MBTL1; Lethal(3)malignant brain tumor-like protein 1 (Homo sapiens), Q9Y468; Potency, µM (series often up to 57.1 µM), without a hit: at the highest dose activity, negative = inhibition, hits mostly inhibitors; 0.66% of 230,000 active; AlphaScreen L3MBTL1–H3K9me1 peptide binding; also: potency is read from the fitted curve at half-maximal effect; % is scaled to controls: 0 for no effect and ±100 for the full control effect; nearly all actives have a fitted effect of over 60% in size
#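 AlphaScreen proximity signal between nickel-chelate acceptor and streptavidin donor beads (final 10 ug/mL) reports binding of 50 nM L3MBTL1 to 75 nM biotin-H3 K9me1 peptide; complex incubated with compounds 30 min at room temperature; cefsulodin titration as control.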
# IMPase Li inh = qHTS Assay for Identifying the Cell-Membrane Permeable IMPase Inhibitors: Potentiation with Lithium; Potency, µM (highest dose often 59.4 µM), without a hit: at the highest dose activity, negative = IMPase inhibition, most hits filed as inhibitors; 0.35% of 210,000 active; CHO-M1 cells, IP1 TR-FRET (IP-One), carbachol + lithium;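 also: IP1 builds up when IMPase is blocked and the TR-FRET signal falls; potency is read from the fitted curve at half-maximal effect; plate controls were basal vehicle for no effect and high inhibitor control for full effect; nearly all actives have a fitted effect of over 50% in size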
#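 Readout is a homogeneous TR-FRET IP1 immunoassay (Ex 320, Em 665 and 620), where raised cytosolic IP1 lowers signal. Cells were CHO-M1 treated 30 min at 37C with test compounds plus a little lithium; AC50 values came from Hill-equation fitting.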
# * = called active by the depositor; ? = inconclusive; · = no result given; & = joins results of further samples; [ ] = another dose, or the depositor's remark. Calls follow the shape of the dose curve; as a rule, active = well fitted curve in the direction sought with a large enough effect; inconclusive = small, poorly fitted or top-dose-only effect, or another doubt; inactive = no such curve, though single readings can be large; an effect the other way counts as inactive or inconclusive. Only part of the results is shown; the hit share may differ from the screen's.
molecule	HTT aggregate	L3MBTL1 inh	KinaseGlo FLuc	IMPase Li inh	NPSR antagonist	CBFb-RUNX1 inh	Epigenetic derep
Cc1cc(NC(=O)CSc2cc(Cl)ccc2Cl)n(-c2ccccc2)n1	-5%	43%[activator]	-1%	9%	-59%	-4%	0.0%
CCOC(=O)C1=C(CSCC(=O)OC)NC(=O)NC1c1cc(C)ccc1C (stereo unspecified)	-13%	·	-6%	15%[38.3 µM]	2%[46.1 µM]	-1%	-1.0%
O=C(OCCN1CCOCC1)c1ccc2c(c1)OCCO2	9%	·	-3%	-12%[38.3 µM]	-9%[46.1 µM]	3%	-0.7%
COc1ccc(CN=Cc2[nH]c3ccc(Br)c(Cl)c3c2O)cc1	12%	-9%	-3%	1%[38.3 µM]	-1%[46.1 µM]	8%	?
O=C(Oc1cccc2cccnc12)c1ccc(N2C(=O)C3C4CCC(C4)C3C2=O)cc1 (stereo unspecified)	-7%	-24%	2%	-6%	-58%	-1%	-0.9%
COc1ccc(CNC(=O)C/C(C)=N/NC(=O)COc2cccc(C)c2)cc1	1%	-10%	-1%	10%	8%	-1%	-0.3%
COC(=O)/C(=C/Nc1ccc(O)cc1)[N+](=O)[O-]	-3%	·	-4%	13%[38.3 µM]	8%[46.1 µM]	-3%	13%
CCOC(=O)c1[nH]c2ccc(Cl)cc2c1NC(=O)c1nonc1C	12%	-3%	1%	-6%[38.3 µM]	2%[46.1 µM]	3%	-1.1%
c1ccc(CSc2ccc3nnc(-c4cccnc4)n3n2)cc1	-4%	5%	-4%	-5%	-48%	-6%	0.0%
CC(N=C1CC(C)(C)CC(=O)/C1=C(/O)CCCN1C(=O)c2ccccc2C1=O)C(=O)O (stereo unspecified)	-8%	·	3%	-5%	13%	0%	11%
CCN(CC)c1ccc(/C=N/NC(=O)c2ccc(Br)o2)cc1	-6%	-9%	-1%	-7%	-47%	-4%	-3.1%
O=C(NCc1ccccc1)c1cccc(COc2ccc(Cl)cc2)c1	?	9%	-7%	25%[38.3 µM]	-25%[46.1 µM]	-2%	1.0%
CCCCCC1CCC(c2ccc(C(N)=O)cc2)CC1 (stereo unspecified)	-2%	1%	2%	10%[38.3 µM]	-3%[46.1 µM]	-1%	1.1%
Cc1ccc(NC(=O)C(=O)NCc2ccc(/C=C(/C#N)C(=O)NCc3cccnc3)o2)cc1C	5%	3%	0%	7%	0%	2%	13%
COc1ccc(NC(=O)c2ccc(NC(=O)CSc3nccc(=O)[nH]3)cc2)cc1	-16%[9.22 µM]	·	·	·	9%	-6%	2.5%
O=C(O)CS(=O)(=O)c1ccc(Oc2ccc(S(=O)(=O)CC(=O)O)cc2)cc1	-12%[9.22 µM]	2%	2%	-1%[38.3 µM]	-7%[46.1 µM]	0%	0.5%
CC1(C)CC2CC(C)(CN2C(=O)c2ccc([N+](=O)[O-])cc2)C1 (stereo unspecified)	23%[9.22 µM]	-6%	-2%	5%	20%	10%	-5.3%
COCCCNC(=O)CN1C(=O)/C(=C/c2ccccc2C)Sc2ccccc21	-6%	·	3%	0%	-18%	-2%	3.1%
CCOC(=O)c1c(C)nn(-c2ccc(NC(=O)/C=C/C(=O)O)cc2)c1C	3%[9.22 µM]	-1%	·	·	10%	-4%	0.0%
Cc1ccc(C(=O)NC(=S)Nc2ccccc2C(F)(F)F)cc1C	-16%	-5%	0%	17%[38.3 µM]	?	-2%	-2.5%

# No new results follow: entries from further up.
molecule	HTT aggregate	L3MBTL1 inh	KinaseGlo FLuc	IMPase Li inh	NPSR antagonist	CBFb-RUNX1 inh	Epigenetic derep
COC(=O)/C(=C/Nc1ccc(O)cc1)[N+](=O)[O-]	-3%	·	-4%	13%[38.3 µM]	8%[46.1 µM]	-3%	13%
CCOC(=O)c1[nH]c2ccc(Cl)cc2c1NC(=O)c1nonc1C	12%	-3%	1%	-6%[38.3 µM]	2%[46.1 µM]	3%	-1.1%
c1ccc(CSc2ccc3nnc(-c4cccnc4)n3n2)cc1	-4%	5%	-4%	-5%	-48%	-6%	0.0%
CC(N=C1CC(C)(C)CC(=O)/C1=C(/O)CCCN1C(=O)c2ccccc2C1=O)C(=O)O (stereo unspecified)	-8%	·	3%	-5%	13%	0%	11%
CCN(CC)c1ccc(/C=N/NC(=O)c2ccc(Br)o2)cc1	-6%	-9%	-1%	-7%	-47%	-4%	-3.1%
O=C(NCc1ccccc1)c1cccc(COc2ccc(Cl)cc2)c1	?	9%	-7%	25%[38.3 µM]	-25%[46.1 µM]	-2%	1.0%
CCCCCC1CCC(c2ccc(C(N)=O)cc2)CC1 (stereo unspecified)	-2%	1%	2%	10%[38.3 µM]	-3%[46.1 µM]	-1%	1.1%
Cc1ccc(NC(=O)C(=O)NCc2ccc(/C=C(/C#N)C(=O)NCc3cccnc3)o2)cc1C	5%	3%	0%	7%	0%	2%	13%
COc1ccc(NC(=O)c2ccc(NC(=O)CSc3nccc(=O)[nH]3)cc2)cc1	-16%[9.22 µM]	·	·	·	9%	-6%	2.5%
O=C(O)CS(=O)(=O)c1ccc(Oc2ccc(S(=O)(=O)CC(=O)O)cc2)cc1	-12%[9.22 µM]	2%	2%	-1%[38.3 µM]	-7%[46.1 µM]	0%	0.5%
CC1(C)CC2CC(C)(CN2C(=O)c2ccc([N+](=O)[O-])cc2)C1 (stereo unspecified)	23%[9.22 µM]	-6%	-2%	5%	20%	10%	-5.3%

# Following part.
molecule	HTT aggregate	L3MBTL1 inh	KinaseGlo FLuc	IMPase Li inh	NPSR antagonist	CBFb-RUNX1 inh	Epigenetic derep
COc1ccc(-c2cc(C(=O)NCCc3ccccc3)no2)cc1OC	-2%	-9%	0%	-30%[38.3 µM]	15%[46.1 µM]	7%	0.8%
Nc1cccc2c1nnn2C1OC(CO)C(O)C(O)C1O (stereo unspecified)	0%[9.22 µM]	1%	·	5%	0%	3%	-1.7%
COc1ccc2c(c1)O[C@@H](c1cccc(C(F)(F)F)c1)[C@H](OC(=O)N[C@H]1CCCc3ccccc31)C2=O	-6%	0%	1%&0%	18%&5%	-18%	-4%	-1.1%&-1.8%
CCN(CC)S(=O)(=O)c1ccc2oc(C(=O)N3CCCCCC3)c(C)c2c1	?	·	3%	15%[38.3 µM]	?	9%	0.0%
COCCOc1ccc(C(F)(F)F)cc1NC(=O)c1ccc(C(F)(F)F)cc1	?	10%	·	·	-20%[46.1 µM]	8%	0.1%
CC(C)c1ccc(-c2csc(NC(=O)c3cccs3)c2C(=O)O)cc1	-25%	·	·	6%	-40%	0%	-1.3%
CCOC(=O)c1c(NC(C)=O)sc2c(OC)c(Br)ccc12	11%	·	-4%	4%[38.3 µM]	4%[46.1 µM]	6%	-1.0%
COc1ccc(OC)c(/C=N/NC(=O)C(=O)N2CCCC2)c1	2%[9.22 µM]	-1%	-8%	-5%	4%	-1%	7.2%
CN1C2=CC=CC=CC2=[N+](C)C12C=CC(=[N+]([O-])[O-])C=C2[N+](=O)[O-] (stereo unspecified)	-1%	?	-13%	1%	-15%	-13%	-0.9%
O=[N+]([O-])c1nn(-c2ccc(Cl)cc2)n(O)c1=NCc1ccncc1	-6%	·	-4%	6%	11%	-4%	-4.7%
COc1ccc(C(=O)N2CCN(S(=O)(=O)c3ccc(C)cc3C)CC2)cc1OC	2%	-12%	-1%	6%	-4%	11%	0.0%
COc1ccc(C2SCCN2C(=O)c2ccc([N+](=O)[O-])cc2)cc1 (stereo unspecified)	20%	·	3%	-3%	-8%	-3%	0.8%
Cc1nc(N2CCOCC2)nc(N2CCCCC2C)c1[N+](=O)[O-] (stereo unspecified)	6%[9.22 µM]	6%	·	·	?	-5%	-2.4%
CCCCCCc1nc2ccccc2c(=O)n1NC(=O)c1c(O)c2c(n(CC(C)C)c1=O)CCCC2	13%	-6%	-4%	-3%[38.3 µM]	-22%[46.1 µM]	-5%	-1.7%
Cc1cccc(C(=O)NCCc2n[nH]c(=S)n2C)c1	-24%	-17%	13%	-5%	16%	5%	18%
CN1C(=O)S/C(=C\c2ccc(-n3cncn3)cc2)C1=O	-9%[9.22 µM]	5%	·	-2%	12%	10%	-0.2%
CC(=O)/C(=N/Nc1ccccc1)N1CCOCC1	?	1%	-1%	-3%	18%[46.1 µM]	0%	2.4%
O=C(NCc1ccc(Cl)cc1)C1=Cc2cc(Cl)ccc2OC1	-14%	16%	2%	1%	-14%[46.1 µM]	23%	0.9%
O=C(Nc1ccccc1)c1cccnc1N1CCOCC1	-22%	2%	-1%	-12%[38.3 µM]	-1%[46.1 µM]	2%	0.1%
CN(CCc1cn[nH]c1)Cc1nc(C(c2ccccc2)c2ccccc2)no1	15%[9.22 µM]	-10%	-1%	20%	8%	0%	0.1%
Cn1cccc1/C=C1\SC(=O)N(c2ccc(O)cc2)C1=O	12%	4%	-2%	-1%	7%	9%	?
Cn1c(=O)n(C)c2cc(/C=N/NC(=O)c3ccc(Cl)cc3Cl)ccc21	9%	-2%	0%	8%[38.3 µM]	-20%[46.1 µM]	4%	-2.3%
COCCCNC(=O)C1CCN(S(=O)(=O)N(CC(C)C)CC(C)C)CC1	-21%	1%	-3%	-1%[38.3 µM]	-9%[46.1 µM]	-2%	-1.1%
CC(=O)c1ccc(N2CCN(C(=O)c3ccco3)C(C)C2)c(F)c1 (stereo unspecified)	-16%	2%[11.4 µM]	1%	23%[38.3 µM]	-4%[46.1 µM]	10%	0.9%
O=C(CCc1nnc(CCCCc2ccccc2)o1)NC(c1cccnc1)C(F)(F)F (stereo unspecified)	-20%[9.22 µM]	8%	2%	1%	-5%	8%	-0.4%
CCCOC1CCCN(Cc2nc(-c3cnccn3)no2)C1 (stereo unspecified)	3%	2%	·	·	-16%	11%	4.8%

# Screens from PubChem BioAssay.
